High-throughput results from PubChem.
Menin MLL FP TR: displaces Texas Red mutant MLL peptide from human menin. Menin + Texas Red MLL mutant peptide, fluorescence polarization. Potency, µM (titrated, usually from 61.6 µM), without a hit: at the highest dose FP activity change, negative = inhibition, most hits filed as inhibitors. 270,000 tested, 0.23% active; active = well fitted inhibition curve with a large enough effect in the polarisation, with a control signal flat, not every such curve was filed as active; inconclusive = small, poorly fitted or top-dose-only effect, or effect the other way, or a change in a side signal; inactive = no such curve, though single readings can be large or run the other way; the % refers to the polarisation; note: % of control where 0% means no effect; many of its hits are not listed in these tables
Target sequence (O00255 whole entry, looked up): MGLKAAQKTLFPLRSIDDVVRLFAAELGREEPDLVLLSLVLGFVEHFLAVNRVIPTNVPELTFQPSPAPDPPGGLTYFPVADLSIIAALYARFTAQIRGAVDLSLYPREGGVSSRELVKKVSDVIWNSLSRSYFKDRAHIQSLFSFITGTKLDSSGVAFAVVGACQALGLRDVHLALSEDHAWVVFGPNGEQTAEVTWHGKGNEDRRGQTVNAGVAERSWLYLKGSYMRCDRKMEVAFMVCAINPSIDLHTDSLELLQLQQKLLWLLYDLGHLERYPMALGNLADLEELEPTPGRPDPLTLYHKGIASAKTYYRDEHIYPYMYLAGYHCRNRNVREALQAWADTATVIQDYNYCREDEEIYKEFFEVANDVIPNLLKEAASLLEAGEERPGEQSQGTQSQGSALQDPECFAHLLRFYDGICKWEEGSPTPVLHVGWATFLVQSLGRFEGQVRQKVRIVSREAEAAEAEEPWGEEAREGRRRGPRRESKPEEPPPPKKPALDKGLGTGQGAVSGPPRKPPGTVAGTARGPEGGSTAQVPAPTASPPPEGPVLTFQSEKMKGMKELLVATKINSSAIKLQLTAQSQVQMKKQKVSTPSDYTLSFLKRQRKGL
VP16 counter: counter-screen for ROR gamma inhibitors: Gal4-VP16 reporter; Drosophila S2 Gal4-VP16 UAS-luciferase, luminescence, 20 h; Potency, µM (titrated, usually from 53.6 µM), inactives show at the top dose activity, negative = inhibition, hits mostly inhibitors; 310,000 tested, 3.5% active;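 note: Gal4-VP16 expression switched on by copper sulfate through the metallothionein promoter; % is set by controls: 0 for no effect and ±100 for the full control effect; nearly all actives have a fitted effect of over 50% in size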
RORgamma inh: inhibitors of mouse ROR gamma transcriptional activity. Potency, µM (series often up to 53.6 µM), for the others: at the top dose activity change, negative = inhibition, most hits filed as inhibitors. 310,000 tested, 5.4% active. Drosophila S2 Gal4-RORgamma UAS-luciferase reporter, 20 h. AID 2551. P51450; note: % is set by controls: 0 for no effect and ±100 for the full control effect; nearly all actives have a fitted effect of over 60% in size
Target sequence (P51450 whole entry, looked up, the tested form may be a part): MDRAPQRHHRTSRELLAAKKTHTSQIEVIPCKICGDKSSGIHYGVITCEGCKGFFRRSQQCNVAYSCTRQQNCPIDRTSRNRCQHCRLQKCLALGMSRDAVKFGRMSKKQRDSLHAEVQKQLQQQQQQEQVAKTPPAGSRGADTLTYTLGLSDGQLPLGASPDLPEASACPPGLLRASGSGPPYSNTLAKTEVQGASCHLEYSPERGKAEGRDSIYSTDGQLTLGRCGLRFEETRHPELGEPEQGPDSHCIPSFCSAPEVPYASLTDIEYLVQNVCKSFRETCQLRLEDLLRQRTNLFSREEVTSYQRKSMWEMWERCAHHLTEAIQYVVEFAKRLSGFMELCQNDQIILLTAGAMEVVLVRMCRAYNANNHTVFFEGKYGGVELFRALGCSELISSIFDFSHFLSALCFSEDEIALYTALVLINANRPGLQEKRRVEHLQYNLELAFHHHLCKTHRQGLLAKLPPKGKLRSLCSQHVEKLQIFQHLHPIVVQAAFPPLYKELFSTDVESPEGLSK
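A Gal4/UAS one-hybrid system in insect cells: metallothionein-promoter Gal4–ROR gamma fusion plus Photinus luciferase reporter. Copper sulfate 700 uM final, 20 hr ambient incubation, luminescent detection after 10 min with reagent.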
Starred values were filed as active, the others as inactive; ? = inconclusive; & = joins results of further samples; [ ] = dose if it differs, or a comment. Unless noted, calls come from the whole dose curve; as a rule, active = well fitted curve in the direction sought with a large enough effect; inconclusive = small, poorly fitted or top-dose-only effect, or another doubt; inactive = no such curve, though single readings can be large; an effect the other way counts as inactive or inconclusive. Potency is the fitted concentration of half-maximal effect.

SMILES	Menin MLL FP TR	VP16 counter	RORgamma inh
COc1ccc(C(=O)N2CCC[C@@]3(CCN(C(=O)NC(C)C)C3)C2)cc1	-9.1%	-5.9%	2.2%
O=c1c(-c2cc(F)cc(F)c2)nc2cnc(N3CCNCC3)nc2n1C1CC1	-1.8%	-0.6%	-43.8%
O=C(Nc1cccc(F)c1)N1CCC2(CC1)CCN(S(=O)(=O)c1ccccc1)CC2	9.4%	-12.3%	?
COc1ccc(-c2nc3cnc(Nc4cccc(OC)c4)nc3n(C)c2=O)cc1	?	?	-24.3%
COc1ccc(NC(=O)N2CCCC3(CCN(C(=O)c4ccco4)CC3)C2)cc1	-7.6%	-6.2%	19.9%
CC(C)[C@@H](CC(=O)N[C@@H]1CCCC[C@H]1C(=O)N[C@H](CC(=O)N[C@@H](CCC(=O)O)CC(=O)O)Cc1c[nH]c2ccccc12)NC(=O)C[C@H](CO)NC(=O)[C@@H]1CNCC[C@H]1N	-1.5%	-1.6%	2.3%
Cc1ccc(S(=O)(=O)N2CCC(=O)N([C@H](COCc3ccc(C(F)(F)F)cc3)Cc3ccccc3)CC2)cc1	-17.9%	5.7%[40.7 µM]	34.3%[40.7 µM]
COc1cccc(CN2CC34CCC(CC3S2(=O)=O)O4)c1 (configuration not stated)	8.3%	0.2%	10.7%
CCCC[C@H](NC(C)=O)C(=O)N[C@@H](CCC(=O)O)C(=O)N[C@@H](Cc1cnc[nH]1)C(=O)N[C@H](Cc1ccccc1)C(=O)N[C@@H](CCCN=C(N)N)C(=O)N[C@H](Cc1c[nH]c2ccccc12)C(=O)NCC(N)=O	10.4%	-4.1%	9.5%
C=CCSCC(N)C(=O)O (configuration not stated)	-18.6%	1.9%	-19.9%
C[C@@H](C(=O)Nc1ccc2ccccc2c1)[C@H]1C[C@]1(C)[C@H](N)c1ccccc1	-18.7%	19.1%	1.7%
CCN(CC)c1ccc(C(=C2C=CC(=[N+](CC)Cc3cccc(S(=O)(=O)[O-])c3)C=C2)c2ccc(N(CC)Cc3cccc(S(=O)(=O)O)c3)cc2)cc1	?	11.2µM*	-15.7%
NC(=O)NCCC[C@H](N)C(=O)O	-12.7%[24.8 µM]	-0.5%	13.4%
CC(C)C[C@H](NC(=O)[C@H](Cc1ccccc1)C[C@@H](O)[C@H](Cc1ccccc1)NC(=O)OC(C)(C)C)C(=O)N[C@@H](Cc1ccccc1)C(N)=O	?	?	?
COc1ccc(/C=C/C(=O)c2cccs2)cc1OC	24.2%[24.8 µM]	?	?
O=C1CCCC2[C@@H]3CCC[N@+]4([O-])CCC[C@H](CN12)C34 (some centres not stated)	2.0%	-5.3%	-1.3%
CO/N=C(/C(=O)NC1C(=O)N2C(C(=O)O)=C(COC(N)=O)CSC12)c1ccco1 (configuration not stated)	-5.2%	-2.3%	7.8%
CC1=C(C)CC(c2ccccc2)C(C(=O)c2ccccc2O)C1 (configuration not stated)	9.2%[11.7 µM]	6.7%[10 µM]	18.1%[10 µM]
C[C@@H](O)CNC(C)(C)CC(=O)N[C@@H]1CCc2ccccc2N(Cc2ccc(-c3ccccc3-c3nn[nH]n3)cc2)C1=O	9.4%	1.0%	-2.2%
CN(C)Cc1ccccc1-c1cc(NCc2cccs2)ncn1	-16.2%	-4.4%	0.1%
O=C(c1ccco1)N1CCC2(CCN(Cc3ccncc3)CC2)CC1	-0.7%	-6.0%	17.5%
Nc1ccccc1NC(=O)c1ccc(CNC(=O)OCc2cccnc2)cc1	4.3%	4.4%	-34.8%
O=C(c1csnn1)N1CCC2(CC1)CCN(c1ccncc1)CC2	-0.6%	1.6%	-0.1%
COc1nc(N)nc2c1ncn2[C@@H]1O[C@H](CO)[C@@H](O)[C@@H]1O	-9.5%	2.9%	-3.3%
Cc1nc2cnc(N3CCN(C)CC3)nc2n(Cc2ccc(F)cc2)c1=O	7.8%	5.1%	-7.2%
N#Cc1cccc(-c2nccc(NCc3cccnc3)n2)c1	-13.3%	-20.6%	?
O=C(c1cc(C(F)(F)F)cc(C(F)(F)F)c1)N1CCC2(CC1)CN(c1ccccc1)C2	-3.0%	6.0%	-0.7%
C=CCC(O)CC1C2C(CC(O)CC=C)C3C1C3C2OC(C)(C)C (configuration not stated)	-15.9%[11.7 µM]	0.8%[10 µM]	-5.5%[10 µM]
COc1ccc2[nH]c(-c3ccc(F)cc3F)cc(=O)c2c1	-0.2%[94.6 µM]	3.9%	-21.8%
CCCCC(=O)N1C/C=C\C(c2ccc(OC)cc2)N(Cc2ccc(F)cc2)C(=O)C1Cc1ccccc1 (configuration not stated)	?	?	?
CCN1C(=O)[C@H]2[C@H]3[C@H](O)[C@H](O)C/C(=N/O[C@@H](C)c4cn([C@H]5COC[C@H]5O)nn4)[C@@H]3CC[C@@H]2C1=O	0.4%[11.7 µM]	-10.5%[10 µM]	-2.0%[10 µM]
COCCn1c(=O)c(-c2cccc(Cl)c2)nc2cncnc21	-4.1%	3.3%	1.6%
CC1CCC2C(=O)N3C(CCC(C)[C@@H]3c3ccc(-c4ccco4)cc3)C(=O)N2C1c1cccc(N2CCCC2=O)c1 (some centres not stated)	-10.9%[11.7 µM]	?	40.0%[10 µM]
NC(CS)C(=O)O (configuration not stated)	2.8%	-3.0%	-18.0%[10 µM]
CC[C@H](C)[C@H](N)C(=O)N[C@@H](CCCNC(=N)N)C(=O)N[C@@H](CCC(N)=O)C(=O)NCC(=O)N1CCC[C@H]1C(=O)N[C@@H](CCCCN)C(=O)N[C@@H](CCC(=O)O)C(=O)N1CCC[C@H]1C(=O)N[C@@H](Cc1ccccc1)C(=O)N[C@@H](CCCNC(=N)N)C(=O)N[C@@H](CC(=O)O)C(=O)N[C@@H](Cc1ccc(O)cc1)C(=O)N[C@H](C(=O)N[C@@H](CC(=O)O)C(=O)N[C@@H](CCCNC(=N)N)C(=O)N[C@@H](Cc1ccccc1)C(=O)N[C@@H](Cc1ccc(O)cc1)C(=O)N[C@@H](CCCCN)C(=O)N[C@H](C(=O)N[C@@H](CC(C)C)C(=O)O)[C@@H](C)O)C(C)C	10.3%	-2.7%	5.3%
COCC(=O)N1CCC[C@@]2(CCN(C(=O)Nc3cccc(F)c3)C2)C1	-11.4%	4.0%	-8.4%
CS(=O)(=O)CCCCN=C=S	-1.9%	-16.4%	12.6µM*
NC1=NCCCC1	12.1%[24.8 µM]	3.4%	-5.1%
CC1O[C@@H](O[C@H]2C(Oc3cc(O)c4c(c3)OC(c3ccc(O)cc3)CC4=O)OC(CO)C(O)C2O)C(O)C(O)C1O (some centres not stated)	-11.0%	1.1%	7.5%
c1ccc(CNc2nc(-c3ccoc3)nc3ccccc23)cc1	27.4%	15.7%	31.4%
O=c1c(-c2cccs2)nc2cnc(Oc3ccccc3)nc2n1C1CC1	3.1%	6.1%	17.5%
CS(=O)c1ccc(-c2nc(-c3ccc(F)cc3)c(-c3ccncc3)[nH]2)cc1 (configuration not stated)	-8.8%&-28.8%[24.8 µM]	-2.3%&0.3%	7.0%&23.8%
COc1ccc(C(=O)O)c(O)c1OC	-5.5%	-3.6%	5.5%
CCC(C)C(NC(=O)OC(C)(C)C)C(=O)NC1COC2CC(n3ccc(NC(C)=O)nc3=O)OC12 (configuration not stated)	23.4%	-2.7%	-13.8%
O=C(NCC1CC1)C1(C(F)(F)F)C/C(=C\CCO)CCCO1 (configuration not stated)	-11.6%	4.1%	1.4%
COc1ccccc1-c1ccc2ncnc(NCc3ccccc3)c2c1	18.5%	?	?
COc1cccc(Cn2c(=O)c(-c3ccccc3)nc3cncnc32)c1	4.2%	7.2%	-7.6%
O=C(Nc1cc(Cl)cc2c1[nH]c1cnccc12)c1cccnc1	?	-13.8%	-9.8%
CC(NC(=O)Cc1cc(F)cc(F)c1)C(=O)NC(C(=O)OC(C)(C)C)c1ccccc1 (configuration not stated)	-13.7%	9.3%	?
COC(=O)CC1C(C)(C)C2(O)OC34CC2C(=O)[C@@]1(C)C3CC[C@]1(C)C4=CC(=O)OC1c1ccoc1 (some centres not stated)	-11.4%	6.8%	10.9%
More entries:
SMILES	Menin MLL FP TR	VP16 counter	RORgamma inh
O=C(O)c1ccccc1Cc1ccccc1	-0.2%	-5.2%	-18.5%
COc1ccccc1CN1CCCC2(CCN(C(=O)c3cccn3C)CC2)C1	-21.7%	-7.4%	0.2%
COc1cc(C2c3cc4c(cc3C(O[C@@H]3OC5COC(c6cccs6)OC5C(O)C3O)C3COC(=O)C23)OCO4)cc(OC)c1O (some centres not stated)	9.1%	?	-43.1%
O=C(O)[C@H]1C(=CCO)O[C@H]2CC(=O)N12	7.3%	-7.1%	-3.3%
COCCNc1ncnc2ccc(-c3cccc(OC)c3)cc12	-17.3%	2.7%	?
COc1ccc(NC(=O)N2CC[C@@]3(CCCNC3)C2)cc1	-7.4%	-12.7%	23.6%
COc1ccc(NC(=O)N2CC3(CCN(C(C)=O)CC3)C2)cc1	0.6%	-3.7%	6.7%
CC1=C(/C=C/C(=C/C=C/C(C)=C/C(=O)O)c2ccc(C)cc2)C(C)(C)CCC1	-2.2%	-15.0%	-27.7%
COc1ccc2[nH]c(C(=O)c3ccccc3)cc2c1	?	-11.0%	-14.8%
CC[C@H](C)[C@H](NC(=O)[C@@H]1CCCN1C(=O)[C@H](Cc1cnc[nH]1)NC(=O)[C@H](CCCCNC(=O)[C@H](CCCN=C(N)N)NC(=O)OCc1ccccc1)NC(=O)[C@H](Cc1ccc(O)cc1)NC(=O)c1cccnc1)C(=O)O	2.3%	1.6%	0.4%
O=C(Oc1ccccc1)N1CCC2(CCCN(c3ncccn3)C2)CC1	-2.3%	7.5%	?
O=C1/C(=C\c2ccc(O)c(O)c2)Oc2c1ccc(O[C@@H]1O[C@H](CO)[C@@H](O)[C@H](O)[C@H]1O)c2O	50.5%[activator]	-12.8%	-13.6%
COC(=O)NC(/C=C/c1ccco1)[C@@]1(C(=O)OC)CCCC1=O (some centres not stated)	2.3%[11.7 µM]	5.3%[10 µM]	1.2%[10 µM]
COc1ccc2c(c1)OCc1c-2oc2cc(OC)ccc12	?	?	17.1%
COCCCCCCCCCCCC(=O)O	-2.8%	-1.4%	-8.7%
COc1cccc(OC)c1OCCNC[C@@H]1COc2ccccc2O1	0.1%[24.8 µM]	-8.9%	10.5%
COc1ccc2[nH]cc(CCNc3ncnc4ccc(-c5ccoc5)cc34)c2c1	?	3.2%	9.0%
COc1cc(OC)c(C(=O)CCCCN2CCC3(CC2)NC(=O)NC3=O)cc1NS(=O)(=O)c1ccc(C(F)(F)F)cc1	-2.0%[24.8 µM]	-12.9%	3.7%
COC(=O)C(=Cc1cc(Br)c(OC)c(Br)c1)C(=O)OC	1.7%	-17.0%	?
COC(=O)C/C=C\[C@@H](C)[C@@H](CO)NS(=O)(=O)c1ccc(C)cc1	-26.5%[11.7 µM]	8.6%[10 µM]	12.6%[10 µM]

Six entries drawn at random from those above:
SMILES	Menin MLL FP TR	VP16 counter	RORgamma inh
COC(=O)C/C=C\[C@@H](C)[C@@H](CO)NS(=O)(=O)c1ccc(C)cc1	-26.5%[11.7 µM]	8.6%[10 µM]	12.6%[10 µM]
COc1cc(OC)c(C(=O)CCCCN2CCC3(CC2)NC(=O)NC3=O)cc1NS(=O)(=O)c1ccc(C(F)(F)F)cc1	-2.0%[24.8 µM]	-12.9%	3.7%
O=C(Oc1ccccc1)N1CCC2(CCCN(c3ncccn3)C2)CC1	-2.3%	7.5%	?
COCCCCCCCCCCCC(=O)O	-2.8%	-1.4%	-8.7%
COC(=O)NC(/C=C/c1ccco1)[C@@]1(C(=O)OC)CCCC1=O (some centres not stated)	2.3%[11.7 µM]	5.3%[10 µM]	1.2%[10 µM]
COC(=O)C(=Cc1cc(Br)c(OC)c(Br)c1)C(=O)OC	1.7%	-17.0%	?

(cont.)
SMILES	Menin MLL FP TR	VP16 counter	RORgamma inh
C=NC(C(=O)NC1C(=O)N2C1SC(C)(C)C2C(=O)O)c1ccccc1 (configuration not stated)	11.8%	-3.1%	2.5%
O=C1c2cc(Br)ccc2O[C@@H](c2ccc3c(c2)OCO3)[C@@H]1O	-3.2%	-11.4%	-5.2%
C[C@@](N)(C(=O)O)c1ccc(P(=O)(O)O)cc1	-0.9%[24.8 µM]	1.8%	0.5%
COc1ccc(NC(=O)N2CC[C@@]3(CCCN(S(C)(=O)=O)C3)C2)cc1	-0.6%	-10.4%	-12.9%
CC1=CC(=O)CC(C)(C)C1(O)/C=C/C(C)=C\C(=O)O (configuration not stated)	-3.1%[24.8 µM]	-1.8%&0.1%&5.5%	9.3%&-25.8%&23.0%
COc1cccc(Cn2c(=O)c(-c3cccc(C#N)c3)nc3cnc(Nc4ccccc4)nc32)c1	?	-11.3%	-0.3%

Not a retest: 2 of the compounds above.
SMILES	Menin MLL FP TR	VP16 counter	RORgamma inh
CC1=CC(=O)CC(C)(C)C1(O)/C=C/C(C)=C\C(=O)O (configuration not stated)	-3.1%[24.8 µM]	-1.8%&0.1%&5.5%	9.3%&-25.8%&23.0%
COc1cccc(Cn2c(=O)c(-c3cccc(C#N)c3)nc3cnc(Nc4ccccc4)nc32)c1	?	-11.3%	-0.3%

A portion of the library. The share of hits here may be higher or lower than overall.
